14-3-3 Bad PPI: disrupts binding of bovine 14-3-3 zeta to phospho-Bad peptide | P63103 | hit rate 0.71% among 220,000 | TR-FRET 14-3-3zeta/Dy647-pBad peptide displacement, 1 h | inhibition, % at 21.7 µM;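 active = inhibition above about 70%, limit read from the data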;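 also: 0% = full 14-3-3 plus peptide FRET controls and 100% = background without 14-3-3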
Target sequence (P63103 whole entry, looked up): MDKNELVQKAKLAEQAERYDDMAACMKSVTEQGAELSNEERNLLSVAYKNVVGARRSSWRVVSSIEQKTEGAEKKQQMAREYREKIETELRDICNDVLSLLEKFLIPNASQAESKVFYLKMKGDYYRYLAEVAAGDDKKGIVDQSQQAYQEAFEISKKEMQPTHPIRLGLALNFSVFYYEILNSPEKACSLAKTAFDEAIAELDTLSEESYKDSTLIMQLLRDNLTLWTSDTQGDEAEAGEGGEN
KCC2 mod: modulates chloride dependent transport by human KCC2; KCC2 cells, thallium flux FluoZin-2 fluorescence; Q9H2X9; hit rate 2.2% among 190,000; B-score of Tl+ flux slope (higher = more flux/activation; lower = inhibition) at 10 µM;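 active = thallium flux slope and its plate-corrected score both differing from the plate sample mean at a set confidence after two filtering rounds, in either direction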;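 also: slope of fluorescence scaled to starting intensity during 10 to 20 s after thallium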
p47phox inh: inhibitors of human p47phox binding; P14598; p47phox/p22phox peptide binding, fluorescence polarization, 2 h; inhibition, % at 24.7 µM; hit rate 0.53% among 220,000; AID 1274;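 also: 0% = p47phox with labelled peptide and 100% = labelled peptide alone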
EBV gp42 inh: EBV gp42 inhibition; Fluorescence polarization binding assay, mP read-out; inhibition, % (tested at 21.74 µM); hit rate 0.42% among 220,000; in the data active = inhibition above about 50%
Target sequence (Q1HVG2 whole entry, looked up): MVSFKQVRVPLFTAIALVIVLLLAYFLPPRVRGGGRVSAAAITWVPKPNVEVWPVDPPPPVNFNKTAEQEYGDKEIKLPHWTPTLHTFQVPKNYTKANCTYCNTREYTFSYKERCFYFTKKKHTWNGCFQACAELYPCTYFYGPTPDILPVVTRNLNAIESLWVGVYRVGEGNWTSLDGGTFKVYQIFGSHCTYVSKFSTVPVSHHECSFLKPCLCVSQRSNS
Rad51 HR inh: Rad51 (human) homologous recombination inhibition; hRad51 DNA strand exchange, fluorescence dequenching; inhibition, % at 10 µM; hit rate 0.085% among 200,000;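 active = inhibition above 40% at the single screening dose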;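 also: 0% = DMSO control wells and 100% = blanks with heterologous ssDNA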
Target sequence (Q06609 whole entry, looked up): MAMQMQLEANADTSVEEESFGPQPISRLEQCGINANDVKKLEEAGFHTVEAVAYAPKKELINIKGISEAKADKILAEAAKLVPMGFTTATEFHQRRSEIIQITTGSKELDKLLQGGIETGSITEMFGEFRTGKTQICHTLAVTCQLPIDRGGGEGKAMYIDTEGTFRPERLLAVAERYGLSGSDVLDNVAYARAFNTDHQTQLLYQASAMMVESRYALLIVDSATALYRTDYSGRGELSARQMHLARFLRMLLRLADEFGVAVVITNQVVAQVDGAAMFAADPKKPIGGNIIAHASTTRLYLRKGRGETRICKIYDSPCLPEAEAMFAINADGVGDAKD
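System: hRad51 filaments on single-stranded DNA; reagent: Fluorescein- and BHQ1-tagged 47-mer duplex; compound dosing: one concentration, 10 µM final; timing: filaments 15 min 37 °C, then compound 30 min; measured by: fluorescein emission 520 nm, excitation 485 nm; benchmarks: per-plate controls and blanks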
Furin inh: inhibitors of human furin | hit rate 0.061% among 220,000 | purified furin, fluorogenic substrate cleavage | inhibition, % at 30 µM | P09958; in the data active = inhibition above about 25%; also: inactives centre near -15
eIF4E-4G inh: inhibitors of eIF4E and eIF4G interaction in translation initiation; P63073+Q04637; TR-FRET eIF4E-eIF4GI(517-606) binding, 2 h; inhibition, % at 21.7 µM; hit rate 0.37% among 220,000; AID 782;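 also: 0% = full FRET control wells and 100% = background wells lacking eIF4GI fragment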
hK5 inh: inhibitors of human kallikrein 5; Q9Y337; AID 873; recombinant hK5, fluorogenic AMC substrate cleavage; hit rate 0.59% among 210,000; inhibition, % at 5 µM;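 active = inhibition of 40% or more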;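 also: 0% = enzyme controls without compound and 100% = no-enzyme blanks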
Target sequence (Q9Y337 67-293 limits assumed): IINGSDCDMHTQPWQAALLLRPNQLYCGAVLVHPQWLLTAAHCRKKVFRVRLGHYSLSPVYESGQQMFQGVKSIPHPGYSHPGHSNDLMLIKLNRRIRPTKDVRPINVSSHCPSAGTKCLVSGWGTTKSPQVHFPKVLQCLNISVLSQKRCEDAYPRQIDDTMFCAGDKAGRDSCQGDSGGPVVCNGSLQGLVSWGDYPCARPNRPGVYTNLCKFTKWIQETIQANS
Thrombin inh: blocks human thrombin protease activity. P00734. alpha-thrombin, Boc-VPR-AMC fluorogenic substrate cleavage. inhibition, % at 5 µM. hit rate 0.26% among 220,000. AID 1046;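 active = inhibition at or above 40%; inactive = inhibition below 40%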;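 also: 0% = enzyme with no compound and 100% = wells without enzyme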
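Test system: human alpha-thrombin protein / Dosing: one concentration per compound, 5 µM, with 0.2% DMSO / Medium: pH 7.5 Tris-saline with Tween 20 / Benchmarks: no-compound enzyme wells and no-enzyme blanks / Read-out basis: percent inhibition of thrombin substrate cleavage / Timing: reaction at room temperature / Measured by: fluorescence, ex 355 nm, em 460 nm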
An asterisk follows results filed as active; . = not tested or not shown; [ ] = dose if it differs, or a comment.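 The calls were made as follows, unless noted: active = inhibition above about 30% (limit read from the data); inactive = the rest.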

| p47phox inh | Rad51 HR inh | Furin inh | Thrombin inh | 14-3-3 Bad PPI | eIF4E-4G inh | KCC2 mod | hK5 inh | EBV gp42 inh | molecule |
| --- | --- | --- | --- | --- | --- | --- | --- | --- | --- |
| -1 | 6 | -9[20 µM] | -12 | -3[fluorescence artefact?] | 11 | -0.32 | -23 | 0 | COc1cc(Cc2nc3ccc(S(=O)(=O)N4CCOCC4)cc3[nH]2)cc(OC)c1OC |
| -8 | . | -19[20 µM] | -4 | -19 | 3 | 3 | -12 | -18 | CCN(CC)CCCn1c(=S)[nH]c2ccc(Cl)cc2c1=O |
| -8 | 14 | -22 | -1 | -1 | -4 | -0.2 | 1 | -9 | COc1ccccc1N(C(=O)CCl)c1cn(C(C)=O)c2ccccc12 |
| -5 | . | -15 | -9 | 1 | 3 | 1.4 | . | 3 | COc1ccc(C(=O)C2CCCN(C(=O)c3cccnc3OC)C2)c(C)c1 (stereo unspecified) |
| -5 | 6 | -4[20 µM] | -5 | -8 | 5 | -0.22 | -1 | -17 | CCc1nnc(NC(=O)CSc2nnc(CNc3cccc(Cl)c3)n2CC)s1 |
| -20 | 6 | -18 | 0 | 3[fluorescence artefact?] | 4 | 0.58 | -5 | -9 | COc1ccc(C(=O)NN2CC(O)=C(c3nc4ccccc4n3C)C2=N)cc1OC |
| -12 | 4 | 5 | 2 | 5 | 0 | -0.43 | -2 | -17 | Nc1nonc1-n1nnc(C(=O)N/N=C/c2ccc(Br)cc2)c1CSC1=NCCS1 |
| -9 | -3 | -15 | -7 | -7 | 17 | 0.98 | -7 | -12 | O=C(CCS(=O)(=O)c1ccc(Br)cc1)Nc1cc(F)ccc1F |
| -12 | 19 | -40 | -7 | -16 | 0 | 0.26 | 0 | -8 | O=C(c1cc(-c2ccccc2)on1)N1CCc2ccccc2C1 |
| -8 | -4 | -26[20 µM] | 8 | -10 | -8 | . | -15 | -5 | CC(C)CC(=O)N1CCC(O)(CS(=O)(=O)Cc2ccccc2Cl)CC1 |
| -13 | 1 | -7[20 µM] | 2 | 13[fluorescence artefact?] | -3 | . | 8 | -18 | S=C(c1cccs1)N1CCCC1 |
| 1 | -5 | -10 | -11 | 40[fluorescence artefact?] | 0[fluorescence artefact?] | 0.26 | -15 | -9 | C#CCn1c(=NC(=O)c2cc(-c3cccs3)nc3ccccc23)sc2cc(S(N)(=O)=O)ccc21 |
| 4 | 3 | -9 | -21 | -7 | 0 | 0.21 | -8 | -18 | CCNC(=O)NC(=O)CN(C)c1ccccc1 |
| -3 | -4 | -34 | -7 | 9 | 1 | 0.75 | 9 | -2 | COc1ccccc1OCC(=O)NCc1ccco1 |
| -6 | 10 | -9 | -4 | 0 | -3 | 0.0092 | -14 | -13 | Cc1ccc(C)c(NC(=S)N2CCN(CCO)CC2)c1 |
| 14 | -2 | -26 | -8 | 1 | 1[fluorescence artefact?] | 0.22 | 1 | 1 | Cc1cc(C)cc(NC(=S)N2CCN(c3ccc(F)cc3)CC2)c1 |
| -8 | . | -18 | -8 | 0 | -3 | -0.01 | . | 3 | COc1cccc(N2C(=O)C3CCCN3C2c2cccs2)c1 (stereo unspecified) |
| -8 | 6 | -16 | 6 | -16 | -5 | 0.15 | -25 | -3 | Cc1ccc(NC(=O)C2CC(=O)N/C(=N/NC(=O)c3ccc(C)cc3)S2)cc1 (stereo unspecified) |
| 2 | 3 | -1[20 µM] | -2 | 1 | 10 | -2.1 | -9 | 1 | COc1ccc(-c2noc(C(C)n3nc(C)c([N+](=O)[O-])c3C)n2)cc1OC (stereo unspecified) |
| -11 | 17 | -14 | 1 | -1 | -1 | 0.022 | 2 | -9 | O=C(Nc1ccccc1)N1CCCN(c2ccc(C(F)(F)F)cn2)CC1 |

Following part
| p47phox inh | Rad51 HR inh | Furin inh | Thrombin inh | 14-3-3 Bad PPI | eIF4E-4G inh | KCC2 mod | hK5 inh | EBV gp42 inh | molecule |
| --- | --- | --- | --- | --- | --- | --- | --- | --- | --- |
| . | 6 | -7 | -5 | . | . | 0.1 | -20 | . | CCCCN(CC)CCCNC(=O)CC1Nc2ccccc2NC1=O (stereo unspecified) |
| -30 | -17 | -24 | -2 | -5 | 0 | 0.15 | 3 | -16 | COc1ccccc1/C=C/[C@@H]1C[C@H]2CN(Cc3cccc(Cl)c3)C(=O)[C@]23CCCN13 |
| -26 | -1 | -18 | 0 | -14 | 1 | -0.11 | 2 | -4 | COc1cc(C(=O)N/N=C/c2sc(N3CCOCC3)nc2-c2ccccc2)cc(OC)c1OC |
| 7 | -9 | -17 | -2 | -3 | -2 | 0.41 | 7 | -5 | Cc1ccc(C(=O)N2CCN(CCNC(=O)C(=O)NC(C)C)CC2)cc1 |
| 6 | 4 | -7 | -4 | 0 | 2 | 0.1 | -18 | 0 | C=CCc1ccc(OCCCCN2CC(C)CC(C)C2)c(OC)c1 (stereo unspecified) |
| -24 | 7 | -19 | -2 | 8[fluorescence artefact?] | 0[fluorescence artefact?] | 0.14 | -4 | 2 | CC1=C(C#N)C(NC(=O)c2ccccc2Cl)(C(F)(F)F)C(=O)N1 (stereo unspecified) |
| -4 | -6 | -25[20 µM] | -2 | -4 | 2 | -0.24 | 3 | -3 | Cn1c(=O)cc(SCC(=O)N2CCN(C(=O)c3ccco3)CC2)c2ccccc21 |
| 0 | -6 | -15 | 4 | 2 | 0 | 0.11 | -8 | -31 | O=C(CC1Sc2ncnn2C1=O)Nc1ccc(Br)cc1 (stereo unspecified) |
| 0 | -2 | -13 | -1 | -11 | 4 | -2 | 17 | 0 | CCOC(=O)C(CC)Sc1cc(C)nc2ccc(OC)cc12 (stereo unspecified) |
| 28 | 3 | -10[20 µM] | 1 | 4 | 11 | 0.3 | -1 | -4 | COc1ccc2c(C)cc(N3CCOCC3)nc2c1 |
| 0 | -16 | -7 | -5 | 19 | -1 | -1.5 | -2 | -10 | Fc1ccc(COc2cccc(CNCc3ccncc3)c2)cc1 |
| -6 | 7 | -19[20 µM] | -8 | -3 | -3 | . | -4 | -13 | Cc1cc(OCC(=O)N2CCOCC2)c(C(C)C)cc1Cl |
| 3 | . | 1[20 µM] | -6 | -17 | 2 | -0.024 | -236 | -6 | C/C(=N\Nc1nnc(C)c(=O)[nH]1)C(=O)O |
| 0 | 20 | -74 | -20 | -13 | -6 | -1.5 | -16 | -10 | CC(C)(C)Nc1c(-c2cccs2)nc2ccccn12 |
| -3 | 9 | -24[20 µM] | 0 | -1 | 1 | -1.8 | -1 | -13 | O=C1c2ccccc2CN1CCNS(=O)(=O)c1ccc2ccccc2c1 |
| -21 | . | -18[20 µM] | 3 | -5[fluorescence artefact?] | 5 | . | -14 | -17 | CN(C)S(=O)(=O)c1ccc(NC(=O)N2CCN(c3ccccc3)CC2)cc1 |
| -3 | -4 | -17 | -3 | -4 | 0 | 0.027 | -8 | 6 | CC(NC(=O)Nc1ccc2c(c1)OCO2)c1ccncc1 (stereo unspecified) |
| -1 | 11 | -19 | -5 | 10[fluorescence artefact?] | -5 | -0.84 | -2 | -18 | CCOC(=O)CSc1nnc(Cn2c(=O)sc3ccccc32)n1C |
| -7 | -9 | -36 | -9 | -1[fluorescence artefact?] | -11 | 0.13 | -4 | -2 | O=C(c1ccc2c(c1)OCO2)N1CCCc2ccccc21 |
| -4 | . | -13 | -6 | -2[fluorescence artefact?] | -1 | 0.03 | -7 | -6 | COc1ccc(C(CC(=O)O)NC(=O)COc2ccc(C)cc2)cc1OC (stereo unspecified) |

(continued)
| p47phox inh | Rad51 HR inh | Furin inh | Thrombin inh | 14-3-3 Bad PPI | eIF4E-4G inh | KCC2 mod | hK5 inh | EBV gp42 inh | molecule |
| --- | --- | --- | --- | --- | --- | --- | --- | --- | --- |
| -3 | 5 | 4[20 µM] | -1 | 1 | -3 | . | 3 | -18 | Cc1cccc(CSc2nc3sc(C)c(C)c3c(=O)n2Cc2ccco2)c1 |
| 14 | -7 | -2 | -1 | -8 | 4 | -0.81 | . | -1 | C=CCN1C(=O)/C(=C/c2ccsc2)SC1=S |
| -5 | 7 | -25 | -4 | -18 | -2 | -0.054 | 0 | -1 | Cn1c(=O)c2c(=O)cc(NNC(=O)CC#N)[nH]c2n(C)c1=O |
| -20 | 3 | -14[20 µM] | 0 | 0 | -2 | . | 5 | -18 | O=[N+]([O-])c1cc2c(cc1/C=N\NS(=O)(=O)c1ccccc1)OCO2 |
| 0 | 5 | -16[20 µM] | 4 | . | . | 0.035 | 2 | -14 | Clc1ccc(Oc2cnns2)c(Cl)c1 |
| -13 | 1 | -17 | 4 | 2 | 9 | -0.97 | -20 | -7 | COC(=O)c1nn(-c2cccc(C(F)(F)F)c2)c(=O)cc1Sc1ccccn1 |
| -3 | -9 | -25 | 5 | -1 | 5 | 0.95 | 0 | -9 | Cc1ccc(-c2csc3ncn(/N=C/N(C)C)c(=O)c23)o1 |
| 8 | -5 | -21 | -2 | 11[fluorescence artefact?] | 12 | 0.33 | -24 | -1 | Cc1cc(=S)n(-c2ccccc2)n1C |
| -5 | . | -25 | 4 | -1 | 3 | 0.88 | -19 | -19 | O=C(CNC(=O)c1cnccn1)Nc1ccc(F)c(F)c1F |
| 0 | 0 | -28 | -4 | -4 | -4 | 0.51 | 2 | -13 | CC(C)N1CCN(Cc2ccc(Oc3ncccn3)cc2)CC1CCO (stereo unspecified) |
| -19 | 2 | -23[20 µM] | -15 | -1 | 1 | . | -22 | -5 | O=C(c1cnn2c(C(F)(F)F)cc(-c3ccco3)nc12)N1CCc2ccccc2C1 |
| -13 | -3 | -11[20 µM] | 3 | 3[fluorescence artefact?] | 2 | -0.75 | -1 | -14 | COc1ccc(OC)c(NC(=O)CSc2nnc(-c3ccco3)n2-c2ccccc2)c1 |
| 1 | -5 | 3 | -9 | -2 | 5 | -0.13 | -11 | 4 | Cc1nc2sc(C(c3ccccc3)N3CC(C)OC(C)C3)c(O)n2n1 (stereo unspecified) |
| -7 | 25 | -19 | 1 | -4 | -2 | -0.03 | 2 | -7 | Cc1cc(C)n2nc(C(=O)N/N=C/c3cccc(Cl)c3)nc2n1 |
| -3 | 1 | -16[20 µM] | -8 | 3 | -2 | -1.9 | -7 | -7 | C=CCn1c(N2C(=O)CC(Cc3ccccc3)C2=O)nc2ccccc21 (stereo unspecified) |
| 18 | -6 | -17[20 µM] | 3 | -4 | 9[fluorescence artefact?] | 0.021 | 3 | -10 | Cc1ccc(S(=O)(=O)N2CCN(C(=O)CCC(=O)NC3CCCc4ccccc43)CC2)cc1 (stereo unspecified) |
| -11 | -11 | -17[20 µM] | 1 | 4[fluorescence artefact?] | -10 | . | -9 | -3 | O=c1oc2ccccc2c2c1nc(C(F)(F)F)n2-c1ccccc1 |
| -5 | . | -8 | 0 | 3[fluorescence artefact?] | 6 | 0.15 | -15 | -11 | COc1ccc(Cn2cc(C(=O)c3ccccc3)c(=O)c3cc(OC)ccc32)cc1 |
| 2 | 2 | -9[20 µM] | 0 | 12 | 5 | -1.3 | -8 | -7 | CCn1c(CNC(=O)COc2ccc(C(C)C)cc2)nnc1SCC(=O)Nc1ccccc1C(C)C |
| -11 | -3 | -28 | -1 | 0 | -4 | 0.57 | -4 | -12 | CCOC(=O)C1CCCN(C(=O)Cn2sc3nc(C)cc(C)c3c2=O)C1 (stereo unspecified) |

Compound profiles, from the list above. Values in the order: p47phox inh	Rad51 HR inh	Furin inh	Thrombin inh	14-3-3 Bad PPI	eIF4E-4G inh	KCC2 mod	hK5 inh	EBV gp42 inh
COC(=O)c1nn(-c2cccc(C(F)(F)F)c2)c(=O)cc1Sc1ccccn1 is listed with -13	1	-17	4	2	9	-0.97	-20	-7
CCn1c(CNC(=O)COc2ccc(C(C)C)cc2)nnc1SCC(=O)Nc1ccccc1C(C)C is listed with 2	2	-9[20 µM]	0	12	5	-1.3	-8	-7
O=c1oc2ccccc2c2c1nc(C(F)(F)F)n2-c1ccccc1 is listed with -11	-11	-17[20 µM]	1	4[fluorescence artefact?]	-10	.	-9	-3

High-throughput results deposited in PubChem by several laboratories.
